Bioassay records (PubChem)
Giardia killer – Giardia lamblia killing; Giardia lamblia trophozoite viability; activity change, % at 7.66 µM, hits read low; 0.15% of 340,000 active; AID 540267; in the data active = activity change below about -80%; inconclusive = between about -30% and that limit;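 note: parasites exposed to compound for two days anaerobically before the ATP read; % is set by controls: 0 for no effect and ±100 for the full control effect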
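ATP-content bioluminescence gauges trophozoite survival. Cells (100/well) receive compound and incubate anaerobically for 48 hrs at 37 deg C; detection reagent follows for 15-30 min at room temperature.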
Chronic BCR inh – chronic active BCR signaling inhibition; ABC-DLBCL IkBa-CBG/CBR reporter, luminescence ratio, 4 h; Potency, µM (series often up to 46.1 µM), for inactives: top-dose ratio change, negative = lower green/red ratio, most hits filed as inhibitors; 0.05% of 340,000 active; AID 493014; active = well fitted inhibition curve with a large enough effect in the signal ratio, with a control signal flat, not every such curve was filed as active; inconclusive = small, poorly fitted or top-dose-only effect, or effect the other way, or a change in a side signal; the % refers to the signal ratio;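 note: potency is the fitted concentration of half-maximal effect; plate controls were basal doxycycline-induced cells for no effect and cells given 10 µM MG132 for full effect; MG132 reads +100%, hits lower the ratio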
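Cell line TMD8 (human ABC DLBCL), stably expressing tet-inducible CBG68-IkBa fusion and CBR; IMDM/0.5% FBS; cpd up to 46 uM; dox induction, 4 h, 37C/5% CO2; dual luminescence; green/red ratio; MG132 control.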
B2AR arrestin – agonists driving beta-arrestin recruitment to human beta2-adrenergic receptor; P07550; beta-arrestin recruitment to beta2AR, cell-based reporter; Potency, µM (titrated, usually from 46.1 µM), without a hit: top-dose activation, actives largely listed as activators; 0.02% of 330,000 active; AID 492947;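 note: potency is the fitted concentration of half-maximal effect; 0% = DMSO controls and full agonism = EC100 isoproterenol or metaproterenol; nearly all actives have a fitted effect of over 65% in size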
Menin MLL FP TR – inhibitors of human menin-MLL interaction, mutant MLL peptide; Potency, µM (doses to about 61.6 µM), for the others: at the top dose FP activity change, negative = inhibition, most hits filed as inhibitors; AID 1768; O00255; 0.23% of 270,000 active; Menin + Texas Red MLL mutant peptide, fluorescence polarization; active = well fitted inhibition curve with a large enough effect in the polarisation, with a control signal flat, not every such curve was filed as active; inconclusive = small, poorly fitted or top-dose-only effect, or effect the other way, or a change in a side signal; inactive = no such curve, though single readings can be large or run the other way; the % refers to the polarisation; note: potency is the fitted concentration of half-maximal effect; % of control where 0% means no effect; many of its hits are not listed in these tables
ASM inhibitor – inhibitors of human secretory acid sphingomyelinase; P17405; placental ASM, HMU-PC fluorogenic substrate, 60 min; Potency, µM (top dose mostly 57.5 µM), for the others: top-dose activity change, negative = inhibition, actives largely listed as inhibitors; 0.006% of 340,000 active; note: potency is the fitted concentration of half-maximal effect
Target sequence (P17405 47-631 limits assumed): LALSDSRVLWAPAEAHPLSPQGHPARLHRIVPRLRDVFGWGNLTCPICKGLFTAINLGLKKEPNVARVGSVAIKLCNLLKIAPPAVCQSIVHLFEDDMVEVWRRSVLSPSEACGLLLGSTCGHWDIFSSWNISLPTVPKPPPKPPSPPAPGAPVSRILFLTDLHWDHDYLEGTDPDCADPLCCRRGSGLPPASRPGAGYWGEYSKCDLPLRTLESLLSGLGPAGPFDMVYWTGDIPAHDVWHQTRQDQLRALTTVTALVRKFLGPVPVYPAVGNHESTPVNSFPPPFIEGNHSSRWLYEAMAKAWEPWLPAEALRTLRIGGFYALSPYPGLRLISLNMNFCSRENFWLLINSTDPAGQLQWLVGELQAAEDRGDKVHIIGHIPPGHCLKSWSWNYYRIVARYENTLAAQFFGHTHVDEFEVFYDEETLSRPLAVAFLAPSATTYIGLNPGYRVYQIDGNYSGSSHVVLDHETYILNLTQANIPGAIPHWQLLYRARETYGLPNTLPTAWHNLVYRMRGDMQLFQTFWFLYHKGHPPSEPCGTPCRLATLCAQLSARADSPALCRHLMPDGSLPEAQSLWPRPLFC
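Human placenta-derived ASM enzyme was preincubated with compound for 10 minutes at room temperature, then given fluorogenic substrate HMU-PC0 (9 uM final) for 60 minutes at 37 °C; a pH 10 stop preceded fluorescence reading at Ex 386/Em 447 nm.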
PKM2 act – increases activity of human pyruvate kinase M2 | AID 1631 | Potency, µM (titrated, usually from 57.5 µM), for inactives: top-dose activation, usual class: activators | P14618 | purified PKM2, Kinase-Glo ATP luminescence, activation; response scale: 0% is enzyme alone, no compound | 0.34% of 260,000 active; note: potency is the fitted concentration of half-maximal effect; % is set by controls: 0 for no effect and ±100 for the full control effect; nearly all actives have a fitted effect of over 55% in size
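Purified hPK-M2 (>95%) run at intermediate activity with 0.1 mM ADP and 0.5 mM PEP in 50 mM imidazole pH 7.2, KCl, MgCl2; 1 h room temperature. ATP formed read by Kinase-Glo luminescence; normalized to uninhibited and no-enzyme controls.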
Integrin act MD – integrin-mediated muscular dystrophy alleviation activation. alpha7betagal myoblasts, beta-gal FDG fluorescence, 48 h. Potency, µM (doses to about 38.3 µM), for inactives: at the highest dose activation, usual class: activators. 0.064% of 350,000 active;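 note: potency is the fitted concentration of half-maximal effect; 100% = response of the positive control SU9516; nearly all actives have a fitted effect of over 60% in size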
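alpha7betagal+/- myoblasts (passage 13, 250/well) treated 48 h at 37C with compounds at 1:260 dilution of DMSO stock. Lysed, then beta-galactosidase activity read as FDG fluorescence (ex 480/em 540) after 30 min, with pre-read for autofluorescence.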
GALK inh – galactokinase (human) inhibition; P51570; 0.007% of 270,000 active; Potency, µM (highest dose often 57.5 µM), for the others: top-dose activity change, negative = inhibition, most hits filed as inhibitors; Purified GALK, Kinase-Glo residual ATP luminescence; AID 1868; note: potency is the fitted concentration of half-maximal effect; % is set by controls: 0 for no effect and ±100 for the full control effect
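GALK at 5 nM final was combined with compound, 35 uM ATP and 100 uM galactose in HEPES pH8.0 with MgCl2 and DTT. The reaction ran one hour at room temperature before luminescent ATP detection.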
TSG101-PTAP inh – blocks PTAP/TSG101 interaction to inhibit HIV-1 budding | Fluorescence polarization, FITC-PTAP peptide / Tsg101 binding | Potency, µM (top dose mostly 115 µM), without a hit: top-dose activity change, negative = inhibition, hits mostly inhibitors | 340,000 tested, under 10 active | AID 493005; active = well fitted inhibition curve with a large enough effect in the main read-out, with a control signal flat, not every such curve was filed as active; inconclusive = small, poorly fitted or top-dose-only effect, or effect the other way, or a change in a side signal; inactive = no such curve, though single readings can be large or run the other way; note: potency is the fitted concentration of half-maximal effect; % of control where 0% means no effect
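Tsg101 binding domain (10 uM final) was mixed with compound and a FITC-labeled PTAP peptide (50 nM final) in HEPES pH 7.5 buffer with NaCl, Tween 20, EDTA and TCEP; fluorescence polarization was read after 20 min at r.t.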
FBPA coupling cs – coupling enzyme interference in Giardia aldolase counter-screen | coupling enzyme system counterscreen, AmpLite Red fluorescence | activity change, negative = inhibition, % at 58.2 µM, hits read low | 0.67% of 290,000 active | AID 2472; in the data active = activity change below about -30%; note: % is set by controls: 0 for no effect and ±100 for the full control effect
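Final compound at 57.5 uM, incubated 10 min at RT with coupling enzyme reagent (glyceraldehyde-3-phosphate), then 20 min with substrate and AmpLite Red detection. Fluorescence read at 525/598 nm; tests interference with the coupling assay, not aldolase inhibition.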
Tb PFK block – blocks T. brucei phosphofructokinase; T. brucei PFK, ADP-Glo luminescence; O15648; Potency, µM (doses to about 57.5 µM), for the others: top-dose activity, negative = inhibition, usual class: inhibitors; 0.17% of 330,000 active; AID 485367;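 note: potency is the fitted concentration of half-maximal effect; 0% = uninhibited 1x PFK enzyme wells and -100% = no-enzyme wells; nearly all actives have a fitted effect of over 60% in size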
Target sequence (O15648 whole entry, looked up): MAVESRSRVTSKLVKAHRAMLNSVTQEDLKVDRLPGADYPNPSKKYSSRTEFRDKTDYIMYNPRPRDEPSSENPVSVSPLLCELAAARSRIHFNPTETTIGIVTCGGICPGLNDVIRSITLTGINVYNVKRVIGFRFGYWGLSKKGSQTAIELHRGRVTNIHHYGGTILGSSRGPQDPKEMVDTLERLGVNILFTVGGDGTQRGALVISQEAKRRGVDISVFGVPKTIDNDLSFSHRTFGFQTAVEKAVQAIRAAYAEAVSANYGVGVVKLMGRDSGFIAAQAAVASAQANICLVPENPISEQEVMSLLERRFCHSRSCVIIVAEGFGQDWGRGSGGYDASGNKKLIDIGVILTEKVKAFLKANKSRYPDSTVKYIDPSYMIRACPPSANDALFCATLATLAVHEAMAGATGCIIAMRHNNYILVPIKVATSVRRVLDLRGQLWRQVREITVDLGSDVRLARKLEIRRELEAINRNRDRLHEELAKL
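PFK 1.25 nM, F6P 0.5 mM, ATP 0.1 mM, 0.1 M TEA pH 8.0, 5 mM MgCl2, 0.01% Tween20, 0.1% BSA; 45 min RT. ADP-Glo readout. qHTS titration up to 57 uM; curves fitted, compounds curve-classed.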
Starred values were filed as active, the others as inactive; [ ] = remark or other dose. Unless noted, calls come from the whole dose curve; as a rule, active = well fitted curve in the direction sought with a large enough effect; inconclusive = small, poorly fitted or top-dose-only effect, or another doubt; inactive = no such curve, though single readings can be large; an effect the other way counts as inactive or inconclusive. Only part of the results is shown; the hit share may differ from the screen's.

Screening COc1ccc(N2C(=O)C3CCCN3C2c2cccc(Br)c2)cc1 (stereo not given) returned Giardia killer -9, Chronic BCR inh -25%, B2AR arrestin 0.0%, Menin MLL FP TR -7%, ASM inhibitor -4%, PKM2 act -4%, Integrin act MD -4%, GALK inh 2%, TSG101-PTAP inh -3%, FBPA coupling cs 0 and Tb PFK block 1%.
For CCN(CC)C(=O)c1ccccc1NC(=O)CN1C(=O)c2ccccc2S1(=O)=O the results were Giardia killer 11, Chronic BCR inh -5%, B2AR arrestin 0.0%, Menin MLL FP TR -1%, ASM inhibitor -2%, PKM2 act 0%, Integrin act MD -9%, GALK inh 17%, TSG101-PTAP inh -4%, FBPA coupling cs 2 and Tb PFK block -3%.
Screening COc1ccc2[nH]c(C)c(CCN3C(=O)OC(C)(C)C3(C)O)c2c1 (stereo not given) returned Giardia killer 8, Chronic BCR inh -3%, B2AR arrestin 0.0%, Menin MLL FP TR -2%, ASM inhibitor 7%, PKM2 act 1%, Integrin act MD -7%, GALK inh -2%, TSG101-PTAP inh 3%, FBPA coupling cs -7 and Tb PFK block -6%.
`CCOC(=O)CC(=O)Nc1ccc(C)cc1` gave Giardia killer 4, Chronic BCR inh 0%, B2AR arrestin 0.2%, Menin MLL FP TR -15%, ASM inhibitor 3%, PKM2 act 5%, Integrin act MD 16%, GALK inh -1%, TSG101-PTAP inh -6%, FBPA coupling cs 3 and Tb PFK block 0%.
For CC(=O)Nc1ccc(NC(=O)C(C)OC(=O)CCC2CCCCC2)cc1 (stereo not given) the results were Giardia killer -17, Chronic BCR inh 1%, B2AR arrestin -0.2%, ASM inhibitor -5%, PKM2 act -9%, Integrin act MD 24%, GALK inh -3%, TSG101-PTAP inh 1% and Tb PFK block -1%.
O=C(CCSCc1cccc(Cl)c1)NCCc1ccccc1 was read as Giardia killer 14, Chronic BCR inh 5%, B2AR arrestin -0.7%, Menin MLL FP TR 10%, ASM inhibitor -1%, PKM2 act -5%, Integrin act MD 4%, GALK inh 0%, TSG101-PTAP inh -7%, FBPA coupling cs 0 and Tb PFK block 1%.
Screening CCCCn1c(N)c(N(CC)C(=O)c2cccs2)c(=O)[nH]c1=O returned Giardia killer 21, Chronic BCR inh 5%, B2AR arrestin -0.2%, ASM inhibitor 6%, Integrin act MD 7%, TSG101-PTAP inh -1% and Tb PFK block 3%.
`COc1cc(NC(=O)C(C)Oc2ccccc2)c(OC)cc1NC(=O)c1ccccc1` (stereo not given) gave Giardia killer -14, Chronic BCR inh 3%, B2AR arrestin -0.5%, Menin MLL FP TR -5%, ASM inhibitor -6%, PKM2 act 2%, Integrin act MD 0%, GALK inh 0%, TSG101-PTAP inh -3%, FBPA coupling cs -3 and Tb PFK block -3%.
`CC(C)CC(NC(=O)C1CCCN1C(=O)CNC(=O)OCc1ccccc1)C(=O)O` (stereo not given) gave Giardia killer -15, Chronic BCR inh 4%, B2AR arrestin -0.2%, Menin MLL FP TR -5%, ASM inhibitor 2%, Integrin act MD 10%, GALK inh 1%, TSG101-PTAP inh -5%, FBPA coupling cs 0 and Tb PFK block 6%.
CCCOc1ccc(C(=O)Nn2c(C)nc3ccccc3c2=O)cc1 was read as Giardia killer 9, Chronic BCR inh inconclusive, B2AR arrestin 0.1%, Menin MLL FP TR 1%, ASM inhibitor -4%, PKM2 act -1%, Integrin act MD -2%, GALK inh 1%, TSG101-PTAP inh -2%, FBPA coupling cs 0 and Tb PFK block -4%.
Screening O=C(NCCS(=O)(=O)NCc1ccccc1Cl)c1ccccc1 returned Giardia killer -1, Chronic BCR inh -3%, B2AR arrestin 0.5%, ASM inhibitor 2%, Integrin act MD -16%, TSG101-PTAP inh -2% and Tb PFK block -1%.
Screening c1c2c(cc3sc(N4CCOCC4)nc13)OCO2 returned Giardia killer -19, Chronic BCR inh inconclusive, B2AR arrestin 0.0%, Menin MLL FP TR 1%, ASM inhibitor 10%, PKM2 act -21%, Integrin act MD 7%, GALK inh 5%, TSG101-PTAP inh -17%, FBPA coupling cs -1 and Tb PFK block -25%.
For COc1ccc(C(=O)COC(=O)CCNS(=O)(=O)c2ccccc2)cc1Br the results were Giardia killer 15, Chronic BCR inh 1%, B2AR arrestin 0.3%, PKM2 act 1%, Integrin act MD 19%, GALK inh 2%, TSG101-PTAP inh -8% and Tb PFK block -1%.
For COC(=O)c1ccc(N2CCN(C)CC2)c(NC(=O)COc2ccccc2)c1 the results were Giardia killer 45[activator], Chronic BCR inh -7%, B2AR arrestin 0.0%, Menin MLL FP TR -18%, ASM inhibitor -1%, Integrin act MD 1%, GALK inh 6%, TSG101-PTAP inh -2%, FBPA coupling cs -1 and Tb PFK block -8%.
CCOc1ccc(C(=O)N2CCCCCC2)cc1 was read as Giardia killer -1, Chronic BCR inh 6%, B2AR arrestin -0.5%, Menin MLL FP TR -12%, ASM inhibitor -3%, PKM2 act 4%, Integrin act MD 6%, GALK inh 0%, TSG101-PTAP inh -5%, FBPA coupling cs 3 and Tb PFK block 1%.
CC(C)(C)NC(=O)CSc1ccc(S(=O)(=O)N2CCOCC2)cn1 was read as Giardia killer 16, Chronic BCR inh 5%, B2AR arrestin -0.1%, ASM inhibitor 4%, Integrin act MD -6%, TSG101-PTAP inh 0% and Tb PFK block 5%.
Cc1ccc(S(=O)(=O)N/N=C/c2ccc3nccnc3c2)cc1 was read as Giardia killer 3, Chronic BCR inh inconclusive, B2AR arrestin -0.4%, ASM inhibitor -4%, PKM2 act -1%, Integrin act MD 12%, GALK inh 4%, TSG101-PTAP inh -4%, FBPA coupling cs 8 and Tb PFK block 2%.
CC(NC(=O)C(C)N1CCN(Cc2ccccc2)CC1)c1ccccc1 (stereo not given) was read as Giardia killer 5, Chronic BCR inh 4%, B2AR arrestin -0.2%, Menin MLL FP TR -1%, ASM inhibitor 2%, PKM2 act -10%, Integrin act MD 1%, GALK inh 0%, TSG101-PTAP inh 0%, FBPA coupling cs -1 and Tb PFK block 2%.
For COc1c(C(=O)Nc2nnc(C3CC3)s2)csc1Cl the results were Giardia killer -15, Chronic BCR inh inconclusive, B2AR arrestin 0.4%, ASM inhibitor 0%, PKM2 act -1%, Integrin act MD -39%, GALK inh 0%, TSG101-PTAP inh -1% and Tb PFK block -3%.
Screening COc1cc([N+](=O)[O-])ccc1NC(=O)NCC1CCN(Cc2ccc(Cl)cc2)CC1 returned Giardia killer -1, Chronic BCR inh inconclusive, B2AR arrestin -1.1%, Menin MLL FP TR 42%[activator], ASM inhibitor -11%, Integrin act MD -53%[inhibitor], GALK inh -1%, TSG101-PTAP inh -4%, FBPA coupling cs 2 and Tb PFK block -10%.
`CSc1nc2oc3c(c2c2nncn12)CC(C)(C)SC3` gave Giardia killer 3, Chronic BCR inh inconclusive, B2AR arrestin 0.4%, Menin MLL FP TR inconclusive, ASM inhibitor 221%[activator], PKM2 act 8%, Integrin act MD -13%, GALK inh -2%, TSG101-PTAP inh -6%, FBPA coupling cs -20 and Tb PFK block 8%.
Screening CN(C)c1ccc(N2C(=NC(=O)CCC3CCCC3)SC3CS(=O)(=O)CC32)cc1 (stereo not given) returned Giardia killer -2, Chronic BCR inh 2%, B2AR arrestin -0.2%, Menin MLL FP TR 2%, ASM inhibitor 3%, PKM2 act -5%, Integrin act MD 7%, GALK inh -4%, TSG101-PTAP inh -3%, FBPA coupling cs 0 and Tb PFK block -4%.
Screening CCn1c(=NC(=O)CSC(C)=O)sc2cc(OC)ccc21 returned Giardia killer -12, Chronic BCR inh -6%, B2AR arrestin -0.6%, Menin MLL FP TR 1%, ASM inhibitor 1%, PKM2 act 16%, Integrin act MD 19%, GALK inh -1%, TSG101-PTAP inh -5%, FBPA coupling cs -3 and Tb PFK block -1%.
